LMNA splice mod = qHTS Assay for Modulators of Lamin A Splicing; HeLa LMNA splicing GFP/RFP minigene ratio, 48 h; Potency, µM (highest dose often 46.1 µM), for the others: at the top dose ratio change, negative = inhibition, hits mostly inhibitors; 0.01% of 200,000 active; AID 1487, 2009; active = well fitted inhibition curve with a large enough effect in the signal ratio, with a control signal flat, not every such curve was filed as active; inconclusive = small, poorly fitted or top-dose-only effect, or effect the other way, or a change in a side signal; the % refers to the signal ratio
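Read-out is the ratio of GFP to DsRed2 object intensity, acquired by 488 nm laser-scanning cytometry on HeLa lamin A-EGFP minigene reporter cells. Compound incubation 48 hrs at 37 °C in Opti-MEM with 2% FBS; DMSO 0.5% final.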
TRb SRC2 PPI = qHTS for Inhibitors of the Interaction of Thyroid Hormone Receptor and Steroid Receptor Coregulator 2; 0.065% of 280,000 active; Thyroid hormone receptor beta (Homo sapiens), P10828; Potency, µM (highest dose often 106 µM), for inactives: top-dose activity change, negative = inhibition, actives largely listed as inhibitors; TRbeta-SRC2 peptide binding, fluorescence polarization; receptor liganded with 1 µM T3; active = well fitted inhibition curve with a large enough effect; inconclusive = small, poorly fitted or top-dose-only effect, or effect the other way;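 also: plate controls were bound peptide for no effect and peptide without receptor for full effect; nearly all actives have a fitted effect of over 50% in size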
Target sequence (P10828 whole entry, looked up): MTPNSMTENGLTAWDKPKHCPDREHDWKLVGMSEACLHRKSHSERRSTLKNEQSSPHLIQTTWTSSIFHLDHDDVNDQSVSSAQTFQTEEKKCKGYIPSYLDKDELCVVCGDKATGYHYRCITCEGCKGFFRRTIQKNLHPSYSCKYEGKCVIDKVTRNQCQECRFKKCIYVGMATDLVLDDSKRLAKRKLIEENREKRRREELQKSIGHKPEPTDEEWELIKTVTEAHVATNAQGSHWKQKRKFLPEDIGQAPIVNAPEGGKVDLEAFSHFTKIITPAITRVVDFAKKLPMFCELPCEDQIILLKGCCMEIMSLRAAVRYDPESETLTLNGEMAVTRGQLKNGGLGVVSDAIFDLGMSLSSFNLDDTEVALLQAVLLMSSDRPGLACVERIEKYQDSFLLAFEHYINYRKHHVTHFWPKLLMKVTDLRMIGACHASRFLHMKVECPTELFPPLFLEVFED
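Read-out is fluorescence polarization (555 nm excitation, 632 nm emission) of a Texas Red SRC2 coactivator peptide; loss of signal reflects blocked binding to human TRb ligand-binding domain in the presence of 1 uM T3.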
TR SRC2 fluor cs = Total Fluorescence Counterscreen for Inhibitors of the Interaction of Thyroid Hormone Receptor and Steroid Receptor Coregulator 2 | TRb/SRC2 Texas Red total fluorescence interference | Potency, µM (doses to about 106 µM), inactives show at the highest dose fluorescence change, negative = quenching | 0.29% of 280,000 active; active = well fitted curve in either direction with a large enough effect; inconclusive = small, poorly fitted or top-dose-only effect
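Flags fluorescent or light-absorbing compounds by total fluorescence, S + 2P, at 555 nm excitation and 632 nm emission. Mixture: 20 nM Texas Red SRC2 peptide, 0.6 uM human TRb LBD, 1 uM T3, 5% DMSO; compound exposure 5 h at ambient temperature.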
The depositor's hits bear a star; ? = inconclusive; [ ] = remark or other dose. Unless noted, % is scaled to controls: 0 for no effect and ±100 for the full control effect; potency is read from the fitted curve at half-maximal effect. Only part of the results is shown; the hit share may differ from the screen's.

canonical_smiles	LMNA splice mod	TRb SRC2 PPI	TR SRC2 fluor cs
CC(C)NC(=O)C(c1ccccc1)N1Cc2ccccc2C1=O (stereo unspecified)	-8%[46 µM]	-6%	?
COc1ccc(CNC(=O)C(CC(C)C)N2Cc3ccccc3C2=O)cc1 (stereo unspecified)	-11%[46 µM]	-2%	7%
COc1ccccc1NC(=O)c1cc(S(=O)(=O)N2CCN(c3ccccc3Cl)CC2)ccc1F	2%[46 µM]	1%	-2%
CCn1c(SCC(=O)Nc2ccc(C)c(C)c2)nnc1-c1nonc1NC(C)=O	-8%[46 µM]	-3%	9%
COc1ccc(OC)c(/C=C(\C#N)c2nc(-c3ccc(F)cc3)cs2)c1	12%[46 µM]	2%	-8%
CN(Cc1ccccc1)C(=O)c1cccc(NC(=O)c2nsc3ccccc23)c1	-3%[46 µM]	-5%	0%
Cc1ccc(NS(=O)(=O)c2ccc3[nH]c(=O)oc3c2)c(C)c1	21%[46 µM]	-9%	-1%
COc1ccccc1N1CCN(S(=O)(=O)CCNC(=O)COc2ccccc2F)CC1	-9%[46 µM]	0%	-7%

Next section, overlapping the part above by three compounds.
canonical_smiles	LMNA splice mod	TRb SRC2 PPI	TR SRC2 fluor cs
CN(Cc1ccccc1)C(=O)c1cccc(NC(=O)c2nsc3ccccc23)c1	-3%[46 µM]	-5%	0%
Cc1ccc(NS(=O)(=O)c2ccc3[nH]c(=O)oc3c2)c(C)c1	21%[46 µM]	-9%	-1%
COc1ccccc1N1CCN(S(=O)(=O)CCNC(=O)COc2ccccc2F)CC1	-9%[46 µM]	0%	-7%
CCC(=O)N1c2ccccc2CC1C(=O)NCCCN1CCN(c2ccc(OC)cc2)CC1 (stereo unspecified)	-13%[46 µM]	2%	-1%
O=C(NCc1ccc(Cl)cc1)C1CCC(CNS(=O)(=O)c2ccccc2)CC1 (stereo unspecified)	5%[46 µM]	-1%	-1%
Cc1cc2c(cc1S(=O)(=O)CCC(=O)Nc1ccc(OC(F)(F)F)cc1)OCC(=O)N2	13%[46 µM]	2%	-24%
COc1ccc(CNC(=O)c2cc3cc(C)ccc3n2C)cc1	?	2%	-10%
CCc1ccc(CN2CCc3nc(N4CCN(c5ccccc5F)CC4)ncc3C2)cc1	-2%[46 µM]	-8%	0%
CCc1ccc(NS(=O)(=O)c2cc(-c3cnc(C4CC4)o3)ccc2C)cc1	-8%[46 µM]	7%	0%
CCc1ccc(-c2cn3c(n2)sc2cc(C(=O)NC4CCCCC4)ccc23)cc1	?	-4%	0%
Cc1ccc(-c2nc3cc(Cl)ccc3o2)cc1NC(=O)COc1ccc(F)cc1	17%[46 µM]	4%	-20%
CCc1ccc(CN(Cc2ccco2)c2cnc(S(C)(=O)=O)nc2C(=O)Nc2c(C)cccc2C)cc1	0%[46 µM]	4%	-23%
COc1cccc(C(=O)Nc2cccc(-c3nc4ncccn4c3C)c2)c1	?	-2%	-4%
CCc1cccc(C)c1NC(=O)c1cc(S(=O)(=O)N(C)Cc2ccccc2)ccc1F	-4%[46 µM]	-1%	-1%
CSc1ncc(C(=O)Nc2cc(Cl)ccc2C)c(-c2ccccc2)n1	-17%[46 µM]	-1%	-19%
O=C(NCc1ccc(Cl)cc1)C(=O)NCC(c1cccnc1)N1CCN(c2ccccc2)CC1 (stereo unspecified)	-28%[46 µM]	3%	-20%
O=C(Nc1ccc(F)c(Cl)c1)C1CCCN(c2ncnc3onc(-c4ccc(F)cc4)c23)C1 (stereo unspecified)	-8%[46 µM]	0%	-2%
COc1ccc(CNC(=O)Cn2c(=O)nc(-c3ccccc3)c3ccccc32)cc1OC	-18%[46 µM]	-3%	-1%
COc1ccc(S(=O)(=O)c2c(Nc3c(C)cccc3C)sc(C(=O)c3ccc4c(c3)OCO4)c2N)cc1	?	4%	-15%
CC(C)(C)OC(=O)N1CCC(c2c(C(=O)N3CCN(C4CCCCC4)CC3)cnn2-c2cccc(Cl)c2)CC1	-19%[46 µM]	-1%	-9%
O=C(CCSCc1cccc(Cl)c1)NCc1ccccc1Cl	?	1%	-2%
Cc1ccc(-c2nn(CC(=O)NC3CCCCC3)c3c2cnc2ccccc23)cc1	13%[46 µM]	2%	-1%
CCOC(=O)c1cccc(NS(=O)(=O)c2cc(-c3cnc(C4CC4)o3)ccc2C)c1	?	-1%	-2%
Cc1cccc(C(=O)OCc2cc(=O)n3nc(C4CC4)sc3n2)c1	4%[46 µM]	-3%	-3%
CCN(CC)S(=O)(=O)c1cccc(C(=O)Nc2ccccc2C(=O)Nc2ccc(OC)cc2)c1	-3%[46 µM]	-3%	2%
Cn1c(=O)c2c(n3c4ccccc4nc13)NC(=O)CC2c1ccccc1F (stereo unspecified)	-14%[46 µM]	6%	-1%
CC(C)Oc1ccc(C(=O)Nc2nnc3n2CCS3)cc1	?	-6%	4%
COc1ccc(CN(C(=O)Nc2ccc(C)c(F)c2)C2CCN(C(C)=O)CC2)cc1	-12%[46 µM]	2%	4%
CN(C)c1cc2c(cc1NS(=O)(=O)c1ccccc1)n(C)c(=O)n2C	?	-4%	-8%
COc1ccc(C)c2sc(NC(=O)c3ccc(S(=O)(=O)N4CCCC4)cc3)nc12	-4%[46 µM]	4%	-1%
Cc1ccccc1OCC(=O)Nc1ccccc1OCc1cc(=O)n2ccccc2n1	1%[46 µM]	9%	-1%
COc1ccccc1CNC(=O)c1ccc2c(c1)N(Cc1cccc(Cl)c1)C(=O)c1ccccc1S2(=O)=O	10%[46 µM]	-4%	-18%
OCCN(CCO)c1ncnc2c1cnn2-c1ccc(F)cc1	?	-1%	-1%
COc1ccc(Cn2c(CO)cnc2SCc2ccccc2)cc1	-2%[46 µM]	-4%	0%
CCOCCCN1C(=O)CN(C2CCCCCC2)C(=O)C1c1ccc(OCC)c(OC)c1 (stereo unspecified)	-5%[46 µM]	-1%	-1%
COc1ccc(N2CCN(C(=O)c3cccn4c(=O)c5ccc(Cl)cc5nc34)CC2)cc1	8%[46 µM]	2%	0%
Cc1cccc(C(c2sc3nc(-c4ccco4)nn3c2O)N2CCOCC2)c1 (stereo unspecified)	5%[46 µM]	-7%	-3%
O=C(NCc1ccc2c(c1)CCN2C(=O)c1ccc(F)cc1)c1c(F)cccc1F	-5%[46 µM]	-3%	2%
Cc1cccc2c(=O)cc(CSCC(=O)Nc3ccc(Cl)cc3)[nH]c12	-1%[46 µM]	-2%	0%
COc1ccc(CNC(=O)CN2C(=O)CC(c3ccc(C)c(C)c3)=Nc3ccccc32)cc1	6%[46 µM]	4%	-2%
CCN(CC)CCCNc1ncnc2c1cnn2-c1ccc(C)c(C)c1	?	7%	-2%
Cc1ccccc1CCNC(=O)C1CCN(S(=O)(=O)c2ccc3c(ccn3C)c2)CC1	-15%[46 µM]	-2%	-3%
CC1=C(c2ccc(Cl)cc2)S(=O)(=O)N=C1N1CCC(C(=O)NCCc2ccco2)CC1	?	2%	-4%
COc1ccc(-n2cc(-c3ccccc3)c3c(N4CCCC(C)C4)ncnc32)cc1 (stereo unspecified)	-16%[46 µM]	0%	-2%
Cc1ccc(Nc2nc(-c3ccccc3)nc3ccccc23)cc1	?	1%	-7%
CCN1CCC(N(Cc2ccc3c(c2)OCO3)C(=O)Nc2ccc(Br)c(C)c2)CC1	?	4%	-22%
COc1ccc(NC(=O)Cn2cnc3c(oc4ccccc43)c2=O)cc1OC	?	-2%	0%
CCOc1ccc(C2C(=O)N(C3CCCCCC3)CC(=O)N2CCC2=CCCCC2)cc1OC (stereo unspecified)	?	-7%	-2%
CC1CCCN(c2cc3c(cc2F)c(=O)c(S(=O)(=O)c2cccc(Cl)c2)cn3Cc2ccccc2)C1 (stereo unspecified)	13%[46 µM]	1%	-8%
COc1ccc(NC(=O)Cn2c(=O)oc3cc(Cl)ccc32)c(OC)c1	?	-5%	3%
Cc1ccc(Cn2cc(S(=O)(=O)c3cccc(C)c3)c(=O)c3cc(F)c(N4CCOCC4)cc32)cc1	-5%[46 µM]	8%	4%
CC(=O)Nc1ccc2nc(SCc3ccccc3)sc2c1	?	-1%	-22%
COc1ccc(CCNC(=O)c2ccc3c(c2)N(Cc2ccccc2C)C(=O)c2ccccc2S3)cc1OC	-2%[46 µM]	-5%	0%
CCc1cccc(NC(=O)CN(C)S(=O)(=O)c2ccc3[nH]c4c(c3c2)CCCC4)c1	-9%[46 µM]	-2%	?
O=C(NC1CC(=O)N(c2cccc(F)c2)C1)c1ccc(Br)o1 (stereo unspecified)	?	-3%	1%
COc1ccc(CN(Cc2ccco2)c2cnc(S(C)(=O)=O)nc2C(=O)Nc2ccc(F)cc2)cc1	12%[46 µM]	1%	1%
COc1ccc(CN2CCCN(CC(=O)Nc3ccc4c(c3)OCCO4)S2(=O)=O)cc1	-9%[46 µM]	7%	1%
COc1cccc(NC(=O)C2CCCN(c3ncnc4onc(-c5ccc(F)cc5)c34)C2)c1 (stereo unspecified)	1%[46 µM]	1%	2%
COc1ccc(Cl)cc1S(=O)(=O)NCc1ccc2c(c1)CCN2C(=O)c1cccc(C)c1	?	1%	1%

(cont.)
canonical_smiles	LMNA splice mod	TRb SRC2 PPI	TR SRC2 fluor cs
Cc1c(C(=O)NCCN(C)C)sc2nc3n(c(=O)c12)CCC3	-7%[46 µM]	-2%	-7%
COc1ccccc1CNC(=O)CCC1N=C2c3ccccc3N=C(SCC(=O)NCCc3ccc(OC)c(OC)c3)N2C1=O (stereo unspecified)	-26%[46 µM]	0%	-12%
Cc1csc2nc(COC(=O)c3cccc(NC(=O)c4cccc(Cl)c4)c3)cc(=O)n12	11%[46 µM]	6%	-1%
CCCCc1nn2c(=O)cc(COC(=O)c3ccc(NC(=O)CCc4ccccc4)cc3)nc2s1	?	3%	-2%
CN(C)c1ccc(C(CNC(=O)c2ccccc2C(F)(F)F)N2CCOCC2)cc1 (stereo unspecified)	0%[46 µM]	-9%	-2%
Cc1ccc(-n2ncc(C(=O)NCc3ccco3)c2C2CCN(C(=O)OC(C)(C)C)CC2)c(C)c1	10%[46 µM]	7%	-7%
CCN1CCC(N(Cc2ccc3c(c2)OCO3)C(=O)Nc2cccc(C)c2C)CC1	?	0%	9%
COc1ccc(N2CCN(C(=O)Cc3c(C(=O)O)c(C)cn3C)CC2)cc1	-4%[46 µM]	4%	-4%

Compounds from the list above containing a CF3 group, in the order listed:
canonical_smiles	LMNA splice mod	TRb SRC2 PPI	TR SRC2 fluor cs
Cc1cc2c(cc1S(=O)(=O)CCC(=O)Nc1ccc(OC(F)(F)F)cc1)OCC(=O)N2	13%[46 µM]	2%	-24%
CN(C)c1ccc(C(CNC(=O)c2ccccc2C(F)(F)F)N2CCOCC2)cc1 (stereo unspecified)	0%[46 µM]	-9%	-2%

Going on with the list:
canonical_smiles	LMNA splice mod	TRb SRC2 PPI	TR SRC2 fluor cs
CCCCn1cc(S(=O)(=O)c2cccc(C)c2)c(=O)c2cc(F)c(N3CCOCC3)cc21	?	3%	3%
Cc1cccc(C(=O)Nc2ccc(OCc3cc(=O)n4ccc(C)cc4n3)cc2)c1	?	5%	-1%
COc1ccc(NC(=O)c2nc(S(C)(=O)=O)ncc2N(Cc2ccc(C)cc2)Cc2ccco2)cc1Cl	26%[46 µM]	-4%	6%
CC1CCCCN1C(=O)c1ccc2c(c1)N(Cc1cccc(Cl)c1)C(=O)c1ccccc1S2=O (stereo unspecified)	?	1%	0%
COc1ccc(NC(=O)C2=C(C)Nc3ncnn3C2c2ccc(O)cc2)cc1 (stereo unspecified)	4%[46 µM]	0%	0%
COc1ccc(C(=O)Nc2cc(-c3ccccc3)nn2-c2ccccc2)cc1	-15%[46 µM]	-6%	-1%
O=C(Nc1nc2c(s1)CCCC2)c1ccccc1F	23%[46 µM]	-6%	4%
CCOc1ccc(-c2cn3c(n2)sc2cc(C(=O)NCCCN(CC)CC)ccc23)cc1	4%[46 µM]	-8%	4%
CN(C)C(=O)c1ccc2c(c1)N(CC(=O)NCc1ccc(F)cc1)C(=O)C1CCCCN21 (stereo unspecified)	5%[46 µM]	8%	5%
O=c1cc(-c2ccc(F)cc2)nc(SCc2nc(-c3ccccc3Cl)no2)[nH]1	-20%[46 µM]	0%	2%

Screening data deposited in PubChem BioAssay by National Center for Advancing Translational Sciences (NCATS).
